PriA SSB inh: inhibitors of Klebsiella pneumoniae PriA binding to SSB C-terminal tail, primary screen, biochemical, AlphaScreen | PriA–SSB C-terminal tail interaction (Klebsiella pneumoniae) | AlphaScreen SSBct-PriA binding, biotinylated peptide | inhibition, % at 33 µM | 430,000 compounds, 0.6% hits; in the data active = inhibition mostly above about 37%, no sharp cut-off; inactive = mostly below about 20%;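 note: plate controls were negative control peptide for no effect and reference peptide for full effect; strong numbers were not always called active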
* = called active by the depositor; & = joins results of further samples. Not all compounds are listed (hit frequency here may not be typical).

SMILES | PriA SSB inh
O=C(CSc1nccn2nc(-c3ccccc3)cc12)Nc1ccc(F)cc1 | 8
CCOc1ccc(-c2ccc(=O)n(CCNC(=O)Nc3cc(C)ccc3OC)n2)cc1 | -1
O=C(CN1C(=O)CCC1=O)NCC1CCN(C(=O)c2ccoc2)CC1 | 4
Cn1cnnc1SCCCNC(=O)Nc1ncccn1 | 0
Cc1cc(C)nc(NN=Cc2cc(C)n(CC(F)(F)F)c2C)n1 | 9
O=S(=O)(NCCSC1CCOCC1)c1cccnc1 | -7
CC1(C)COc2cc(NC(=O)C3CCCCC3)ccc2NC1=O | 8
COc1cccc2c1OC(=NO)C(C(=O)Nc1ccc(C)cc1)C2 (configuration not stated) | -13
O=C(Cc1ccccc1Cl)N1CCC(n2c(=O)[nH]c3ccc(F)cc3c2=O)CC1 | -4
O=C(Cn1ncn2nc(-c3ccc(F)cc3)cc2c1=O)Nc1ccc2c(c1)OCCO2 | 3
CCn1c2ccccc2c2cc(C=NNC(=O)c3ccc(O)cc3)ccc21 | 4
O=C(NCC1(c2ccccc2)CCOCC1)C(=O)Nc1ccc2c(c1)OCCO2 | -5
COc1cc(C=NNC(=O)C2CCN(CC(O)COCc3ccccc3)CC2)cc(OC)c1OC (configuration not stated) | -8
CC(NC(=O)Oc1ccccc1)C(c1cccs1)N1CCN(c2ccc(F)cc2)CC1 (configuration not stated) | -7
Cn1cccc1C(CN)N1CCc2ccccc2C1 (configuration not stated) | 28

Brought forward from above: two entries; new compounds follow.
SMILES | PriA SSB inh
CC(NC(=O)Oc1ccccc1)C(c1cccs1)N1CCN(c2ccc(F)cc2)CC1 (configuration not stated) | -7
Cn1cccc1C(CN)N1CCc2ccccc2C1 (configuration not stated) | 28
CCC(=O)Nc1ccc(SCC(=O)Nc2cc(Cl)ccc2OC)nn1 | -9
CCS(=O)(=O)N1CCc2ccc(NC(=O)c3ccc(Br)o3)cc2C1 | -2
Cc1c(N=C/C=C/c2ccc([N+](=O)[O-])cc2)c(=O)n(-c2ccccc2)n1C | 11
CC(C)c1cc(Br)ccc1OCCCC(=O)O | -9
CCS(=O)(=O)c1cccc(C(=O)Nc2nc3ccc(S(=O)(=O)N(C)C)cc3s2)c1 | -17
O=C(Cn1nc(-c2ccco2)c2sc(N3CCCC3)nc2c1=O)Nc1ccc(F)c(Cl)c1 | 3
COc1cc(-c2ccc(NC(=O)CCc3ccccc3)c(OC)c2)ccc1NC(=O)CCc1ccccc1 | -14
COCC(=O)N1CCCc2ccc(NS(=O)(=O)c3ccc4c(c3)CCCC4)cc21 | 12
O=C(NN=Cc1cc(Br)ccc1O)c1ccncc1 | 21
O=C(NCCC1=CCCCC1)C(=O)NCC1CCN(Cc2ccco2)CC1 | -10
Cc1ccc(NC(=O)C(=O)NCCC(CCO)c2ccccc2)cc1Cl (configuration not stated) | -15
O=C(NC[C@@H](c1ccsc1)N1CCOCC1)C1CC1 | -4
Cc1cccc(OC2CCN(C(=O)c3ccccc3Br)CC2)n1 | -18
Cc1c(OC(C)C(=O)N2C[C@H]3C[C@H](C2)c2cccc(=O)n2C3)ccc2c3c(c(=O)oc12)CCC3 (some centres not stated) | -2
Cc1ccc(N2CCCS2(=O)=O)cc1NS(=O)(=O)Cc1cc(F)ccc1F | -12
CCN(c1ccccc1)S(=O)(=O)c1ccc(C(=O)Nc2nc(-c3ccc(F)cc3F)cs2)cc1 | -5
CC(=CC(=O)c1ccccc1)NNC(=O)c1ccc(Cl)cc1 | -12
CC(=O)c1ccc(S(=O)(=O)N2CCN(c3ccc4nncn4n3)CC2)cc1 | -2
N#CC1=C(SCc2ccccc2)NC(=O)CC1c1ccccc1Cl (configuration not stated) | -15
CN(C)/C=C1/CN(C(=O)OC(C)(C)C)CCC1=O | -1
COc1ccc2c(=O)c(Oc3ccc(C(=O)NCc4ccncc4)cc3)coc2c1 | -13
CCc1nc(SC(CC)C(=O)OC)c2c(=O)n(C)c(=O)n(C)c2n1 (configuration not stated) | -8
O=C(Nc1nc2c(s1)C(=O)NCCC2)c1noc2c1CCCC2 | -5
O=C1CC(c2nc3ccccc3n2CCCCOc2ccccc2)CN1c1ccccc1F (configuration not stated) | 8
O=C(Nc1ccc(F)c(F)c1)c1sccc1S(=O)(=O)N1CCN(c2ccc(F)cc2)CC1 | -6
COc1ccccc1NC(=O)Nc1ccn2nccc2c1 | 4
CC(C)(C)c1csc(CN2CCN(C(=O)c3cccc(C(F)(F)F)c3)CC2)n1 | -16
CCOc1cc(C=NN=C2NC(=O)C(CC(=O)O)S2)ccc1OS(=O)(=O)c1ccc(C)cc1 (configuration not stated) | -9
O=C(CCc1ccccc1F)Nc1ccc2c(c1)C(=O)Nc1ccccc1O2 | -20
O=C(NCC1CCN(C(=O)c2cccnc2)CC1)c1cccc2ccccc12 | -4
Cc1nnc(C2CCN(CC(=O)NCc3ccco3)CC2)s1 | -9
CCOC(=O)N1CCN(S(=O)(=O)c2ccc(C(=O)Nc3ccccc3Cl)cc2)CC1 | -19
O=C(Cn1cnc2ccccc21)N1CCC[C@H](Cc2nc(C3CC3)no2)C1 | 1
O=C(NCc1nnnn1-c1ccc(Cl)cc1)c1ccc(-c2ccccc2)cc1 | -8
Cc1nn(CCC(=O)Nc2ccc(Br)cc2)c(C)c1C | 6
O=C(c1cnc2ccccc2n1)N1CCC2(CC1)OCCS2 | -11
NC(=NOC(=O)CC1CCCCC1)c1cccnc1 | -2
O=C(NCCn1nc(C(F)(F)F)cc1C1CC1)NCc1cccs1 | -1
N=c1scc(-c2ccccc2)n1N=Cc1ccco1 | 22
Cc1nc(C(=O)NC2CCC(Oc3ncc(F)cn3)CC2)cs1 (configuration not stated) | 0
Cc1ccccc1OCC(=O)Nc1ccc2c(c1)N(C(=O)C1CCCC1)CC2 | -7&-2
COc1nn(C)cc1C(=O)N(Cc1ccccn1)c1nc2c(Cl)cccc2s1 | -2
COc1c(O)ccc(C=NNC(=O)c2ccc3c(c2)OCCO3)c1[N+](=O)[O-] | 7
CC(C)Oc1ccc(C(=O)NCC(c2ccc3c(c2)CCCN3C)N2CCN(C)CC2)cc1 (configuration not stated) | 36
CC(C)CCNC[C@H](O)Cn1c2ccccc2c2ccccc21 | -8

Looked up above.
For PriA SSB inh, NC(=NOC(=O)CC1CCCCC1)c1cccnc1 reads -2
For PriA SSB inh, O=C(NCCn1nc(C(F)(F)F)cc1C1CC1)NCc1cccs1 reads -1
For PriA SSB inh, Cc1nc(C(=O)NC2CCC(Oc3ncc(F)cn3)CC2)cs1 (configuration not stated) reads 0
For PriA SSB inh, CCOC(=O)N1CCN(S(=O)(=O)c2ccc(C(=O)Nc3ccccc3Cl)cc2)CC1 reads -19
For PriA SSB inh, N=c1scc(-c2ccccc2)n1N=Cc1ccco1 reads 22

Next section:
SMILES | PriA SSB inh
CC(=NNC(=O)c1ccc(C)nc1)c1ccc2c(c1)CCCC2 | -6
Cc1cccc(Nc2ncnc3c2nnn3C)n1 | 3
Brc1c(CSc2nc3ccccc3o2)nc2ccccn12 | 14
Cn1nnc2c(N3CC(C(=O)Nc4ccc(F)c(C(F)(F)F)c4)C3)ncnc21 | -9
CCOC(=O)C1=C(C)N=c2sc(=Cc3cccc([N+](=O)[O-])c3O)c(=O)n2C1c1cc(OC)c(OC)c(OC)c1 (configuration not stated) | -1
Cc1ccc(N(C)S(=O)(=O)c2c(-c3cccc(F)c3)csc2C(=O)NCc2ccco2)cc1 | 4
COc1ccc2c(c1)CCCC2(O)CNS(=O)(=O)c1cnc(NC(C)=O)s1 (configuration not stated) | -3
O=C(NCc1ncc(-c2ccccc2)[nH]1)c1ccno1 | 0
Cc1ccccc1OCC(=O)Nc1ccc(S(=O)(=O)NC(C)(C)C)cc1 | 2
Cc1cnc2n(c1=O)CC(C(=O)Nc1nc(-c3ccccn3)cs1)CS2 (configuration not stated) | 25
NC(=O)c1cccc2c1-c1ccccc1C2=NNC(N)=S | -18
CCCOc1ccc(S(=O)(=O)N2CCC(N3CCCC3=O)CC2)cc1 | -11
N#Cc1c(N=Cc2c(O)ccc3ccccc23)oc(-c2ccccc2)c1-c1ccccc1 | 2
O=S(=O)(Nc1cccc(Cl)c1)c1ccc2nncn2c1 | -3
O=C(Nc1ccccc1F)c1cc(C2CCN(C(=O)c3ccc4c(c3)OCO4)CC2)[nH]n1 | 2

Gathered by group, the entries above with a cyano group.
SMILES | PriA SSB inh
N#CC1=C(SCc2ccccc2)NC(=O)CC1c1ccccc1Cl (configuration not stated) | -15
N#Cc1c(N=Cc2c(O)ccc3ccccc23)oc(-c2ccccc2)c1-c1ccccc1 | 2

The listing picks up with the three entries that preceded the break.
SMILES | PriA SSB inh
N#Cc1c(N=Cc2c(O)ccc3ccccc23)oc(-c2ccccc2)c1-c1ccccc1 | 2
O=S(=O)(Nc1cccc(Cl)c1)c1ccc2nncn2c1 | -3
O=C(Nc1ccccc1F)c1cc(C2CCN(C(=O)c3ccc4c(c3)OCO4)CC2)[nH]n1 | 2
Cn1c(=O)c2c(ncn2CC(=O)NCCn2nc(-n3cncn3)ccc2=O)n(C)c1=O | 3
CC(C)NS(=O)(=O)c1ccc(C(C)(C)C)cc1 | -6
Nc1nnc(CC(=O)NN=Cc2ccc(-c3ccccc3)o2)s1 | -7
CC(O)C1C=C/C=C\C(=O)OC2CC3OC4C5OC5(C)CCC4(COC(=O)C4OC4(C)C(O)CO1)C2(C)C31CO1 (configuration not stated) | -21
COc1ccc(OCC(=O)Nc2nnc(C3CCCCC3)o2)cc1 | -4
COC(=O)c1ccc(C(=O)N(CCn2cccn2)c2nc3c(F)cccc3s2)cc1 | -5
COc1ccc(CNC(=O)NC[C@H]2CN(c3ccc4c(c3)OCO4)C(=O)O2)cc1 | -6
COc1ccc(CC(=O)NCC(=O)N/N=C\c2ccc(C)o2)cc1 | 3
Cc1nc(-n2nc(-c3ccco3)cc2NC(=O)Cc2ccc(F)cc2)[nH]c(=O)c1C | -19
Cc1ccc(NCC(=O)NN=Cc2ccc(-c3cccc(C(F)(F)F)c3)o2)cc1 | 7
O=C(Nc1nnc(C23CC4CC(CC(C4)C2)C3)s1)c1ccccc1I | -4
Cc1ccc(-n2nnnc2CNC(=O)c2ccc([N+](=O)[O-])o2)cc1 | 13
O=C(N[C@H](c1cccnc1)C1CCOCC1)c1nc2ccccc2s1 | -1
O=S(=O)(NCc1ccc2c(c1)OCO2)c1cccc2cnccc12 | 4
CCOC(=O)c1ccc(NC(=O)Cn2cc(OC)c(=O)cc2CSc2ncccn2)cc1 | -10
CC(/C=C/c1ccc2c(c1)OCO2)=NNC(=O)c1ccccc1 | -4
COCC(=O)NCC1CCN(c2ncccc2C#N)CC1 | -7
Cc1cc(C)nc(SCCn2c(Br)nc3c2c(=O)[nH]c(=O)n3C)n1 | -14
O=C(NCCc1ccccc1)C(=O)NCC1CCN(c2ccccn2)CC1 | -3
CCn1c(O)c(C=C2C=NN=C2c2ccccc2)sc1=S | 3
COc1ccc(C=Nn2c(SC)nnc2-c2ccccc2)c(OC)c1OC | -9
Cc1ccc(C(O)=C2C(=O)C(=O)N(c3cc(C)on3)C2c2cccc(Br)c2)cc1 (configuration not stated) | 4
CC(=O)N1CCC(C(=O)O)(c2ccccc2)CC1 | 10
Cc1cccc(CSc2nnc(Cc3cc(=O)[nH]c(=O)[nH]3)n2-c2cc(C)ccc2C)c1 | -5
COc1cc(Cn2cc(CC(=O)Nc3nccs3)c3ccccc32)cc(OC)c1 | 9
CS(=O)(=O)N1CCC(C(=O)Nc2cnc3cc(C(F)(F)F)nn3c2)CC1 | -9
Cc1ccc(C=NN2C(=S)SC(C)(C)C2N(O)C(=O)Nc2ccc([N+](=O)[O-])cc2)cc1 (configuration not stated) | 28
CC(O)(CNC(=O)CSc1ccc(F)cc1)c1ccc2c(c1)OCO2 (configuration not stated) | 5
Clc1cccc(NN=Cc2ccncc2)c1 | 20
Cc1cc(C(=O)NCC(C)(O)Cc2ccco2)no1 (configuration not stated) | -6
CC(C)c1c(C(=O)NN=Cc2c[nH]c3ccccc23)nnn1-c1nonc1N | -2
COC(=O)c1c(NC(=O)C=C(C)C)sc2c1CC[C@H](C(C)(C)C)C2 | -4
O=C(C1CCCO1)N1CCN(c2ccc(-n3cccc3)nn2)CC1 (configuration not stated) | -22
COc1ccc(NS(=O)(=O)c2ccc3c(c2)C(=O)c2ccccc2C3=O)cc1 | 1
Cc1cccc(C(=O)Nc2nnc(SCC(=O)Nc3ccccc3F)s2)c1 | 1
Cc1ccccc1-c1nc(C)c(CNC(=O)Cn2cnc(C(C)C)cc2=O)s1 | 5
Cc1cc(NC(=O)C2CSCCC(=O)N2)ccc1Br (configuration not stated) | -19
Cn1c(=O)c2c(SCC(=O)N3CCCCCC3)nc(-c3ccccc3F)nc2n(C)c1=O | -12
O=C(CNS(=O)(=O)c1ccc(F)c(Cl)c1)N1CCOC(c2ccccc2)C1 (configuration not stated) | -2
CC(=NN=C1NC(=O)CC(C(=O)O)S1)c1ccccc1 (configuration not stated) | 2
Cn1cccc1CN(C(=O)c1cc2ccccc2s1)C1CC1 | 5
COc1ccc(NC(=O)CCSc2nc(C)cc(C(F)(F)F)c2C#N)cc1 | -14
Cc1sc(NC(=O)c2ccc(N(C)C)cc2)c(C#N)c1C | -3
CSCCC(C)(O)CNC(=O)C1CC1 (configuration not stated) | 1
Cc1ccc(/C=C/C(=O)N2CCC3(O)CCCCC3C2)cc1 (configuration not stated) | 4
Cn1cc(-c2ccco2)nc1CCNC(=O)c1cccn(C)c1=O | -10
Cc1cc(C(=O)N2CCN(c3nc4ccc(OC(F)(F)F)cc4s3)CC2)c(C)o1 | -6
CCn1nc(C)c(CNC(=O)Cn2cnc3c([nH]c4cc(OC)c(OC)cc43)c2=O)c1C | -21

From PubChem BioAssay
